# HT1080 IDH1KD tx – kills HT-1080 cells with IDH1 knockdown; Potency, µM (titrated, usually from 46.1 µM), without a hit: at the top dose activity, negative = toxicity, most hits filed as cytotoxic; HT-1080 IDH1 knockdown viability, ATP luminescence, 48 h; 360,000 tested, 2% active; AID 686971;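 also: potency is read from the fitted curve at half-maximal effect; 0% = DMSO wells and -100% = cell-free medium wells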
#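 % activity derives from luminescence (CellTiter-Glo), normalised to DMSO and no-cell wells. HT-1080-IDH1KD cells, 750/well, had 48 h compound exposure at 37 °C.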
# HT1080NT lethal – kills 2HG-producing HT-1080-NT fibrosarcoma cells; 360,000 tested, 1.6% active; HT-1080-NT fibrosarcoma viability, CellTiter-Glo ATP luminescence, 48 h; Potency, µM (doses to about 46.1 µM), for the others: at the top dose activity, negative = less viability, actives largely listed as cytotoxic; AID 686970;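 also: NT is the 2HG producing partner of a matched IDH1 knockdown line; potency is read from the fitted curve at half-maximal effect; 0% = DMSO-treated cells and -100% = media-only wells without cells; nearly all actives have a fitted effect of over 55% in size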
#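 Compounds were tested in concentration-response format on HT-1080-NT cells for 48 hours at 37 degrees C. Cell viability came from CellTiter-Glo luminescence; curves were classified by r2, response magnitude and activity.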
# WRN helicase inh – blocks human WRN helicase; Potency, µM (highest dose often 114 µM), without a hit: top-dose activity change, negative = inhibition, actives largely listed as inhibitors; Q14191; WRN helicase unwinding, fluorescent forked duplex, kinetic; 360,000 tested, 0.46% active; also: potency is read from the fitted curve at half-maximal effect; % is scaled to controls: 0 for no effect and ±100 for the full control effect; nearly all actives have a fitted effect of over 55% in size
# Target sequence (Q14191 whole entry, looked up): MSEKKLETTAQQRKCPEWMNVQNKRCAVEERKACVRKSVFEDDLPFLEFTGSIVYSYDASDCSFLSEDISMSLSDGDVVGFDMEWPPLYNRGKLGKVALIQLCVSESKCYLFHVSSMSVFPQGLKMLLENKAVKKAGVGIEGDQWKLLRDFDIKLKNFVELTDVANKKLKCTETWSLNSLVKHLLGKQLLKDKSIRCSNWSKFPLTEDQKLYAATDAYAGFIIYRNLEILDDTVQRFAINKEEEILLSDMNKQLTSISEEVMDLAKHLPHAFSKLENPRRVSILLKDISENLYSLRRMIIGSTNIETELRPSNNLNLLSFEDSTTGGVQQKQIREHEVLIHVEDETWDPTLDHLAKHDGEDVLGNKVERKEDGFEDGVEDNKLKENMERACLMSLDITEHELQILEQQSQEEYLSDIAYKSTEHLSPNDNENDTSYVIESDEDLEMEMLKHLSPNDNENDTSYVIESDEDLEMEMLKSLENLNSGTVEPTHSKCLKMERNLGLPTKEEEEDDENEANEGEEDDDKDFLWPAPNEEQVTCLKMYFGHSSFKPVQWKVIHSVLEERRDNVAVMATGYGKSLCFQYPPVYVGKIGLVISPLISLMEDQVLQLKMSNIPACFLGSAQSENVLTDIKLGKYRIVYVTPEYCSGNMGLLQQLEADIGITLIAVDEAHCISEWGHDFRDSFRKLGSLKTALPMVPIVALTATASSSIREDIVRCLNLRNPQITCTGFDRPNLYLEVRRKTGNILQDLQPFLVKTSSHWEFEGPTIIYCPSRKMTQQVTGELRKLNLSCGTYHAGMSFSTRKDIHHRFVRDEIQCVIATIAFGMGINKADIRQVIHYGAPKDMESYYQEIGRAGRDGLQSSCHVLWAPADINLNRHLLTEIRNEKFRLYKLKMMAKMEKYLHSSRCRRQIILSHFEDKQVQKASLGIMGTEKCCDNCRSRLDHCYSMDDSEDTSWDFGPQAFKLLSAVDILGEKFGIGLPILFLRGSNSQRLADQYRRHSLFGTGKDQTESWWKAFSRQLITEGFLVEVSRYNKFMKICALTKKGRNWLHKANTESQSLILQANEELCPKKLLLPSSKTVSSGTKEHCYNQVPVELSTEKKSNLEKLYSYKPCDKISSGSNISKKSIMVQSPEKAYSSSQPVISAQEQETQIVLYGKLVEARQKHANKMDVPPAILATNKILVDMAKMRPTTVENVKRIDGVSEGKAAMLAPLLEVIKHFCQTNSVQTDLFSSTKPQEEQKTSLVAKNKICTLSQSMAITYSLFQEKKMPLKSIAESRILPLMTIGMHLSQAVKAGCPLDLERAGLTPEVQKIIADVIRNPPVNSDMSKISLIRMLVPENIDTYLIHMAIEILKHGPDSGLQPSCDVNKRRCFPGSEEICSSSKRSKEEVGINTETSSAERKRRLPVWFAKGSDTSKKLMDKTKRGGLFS
#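 Screening of the MLSMR collection measured strand separation of a quenched forked DNA duplex (100 nM) by 20 nM WRN with 2 mM ATP, all final. Compounds were preincubated with enzyme 15 min at room temperature.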
# KB-3-1 tox – kills parental KB-3-1 adenocarcinoma cells; Potency, µM (series often up to 46.1 µM), without a hit: at the highest dose activity change, negative = cytotoxic, usual class: cytotoxic; KB-3-1 viability, CellTiter-Glo ATP luminescence, 72 h; AID 1347075; 400,000 tested, 1.4% active; also: potency is read from the fitted curve at half-maximal effect; % is scaled to controls: 0 for no effect and ±100 for the full control effect; nearly all actives have a fitted effect of over 60% in size
#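 Cells are dispensed, compounds pinned in, plates held at 37 °C for 72 h, then CellTiter-Glo is added and luminescence read after 10 minutes. Cell line: parental KB-3-1 in phenol-red-free DMEM, 10% FBS.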
# SW480 rereplic – induces DNA re-replication in SW480 colon adenocarcinoma cells. AID 624297. Potency, µM (doses to about 46.1 µM), without a hit: at the top dose re-replication activation, most hits filed as activators. 340,000 tested, 1.8% active. SW480 DNA re-replication, Hoechst DNA content imaging, 48 h; also: potency is read from the fitted curve at half-maximal effect; % of control where 0% means no effect; nearly all actives have a fitted effect of over 55% in size
#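 Hoechst fluorescence of nuclei (405 nm excitation, 500-530 nm emission) measured by plate-scanning imager after 48 hr compound exposure at 37 C; re-replication scored as increased number of nuclei with elevated intensity.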
# MCF10A rerep – DNA re-replication induction in MCF 10a cells. 350,000 tested, 2.9% active. Potency, µM (highest dose often 46.1 µM), without a hit: at the top dose activity, positive = re-replication, actives largely listed as activators. MCF 10A DNA re-replication, Hoechst nuclear intensity, 48 h; also: potency is read from the fitted curve at half-maximal effect; % of control where 0% means no effect; nearly all actives have a fitted effect of over 50% in size
# IL-1B inflam inh – blocks inflammasome-driven IL-1 beta release; THP-1 LPS/ATP IL-1B secretion, AlphaLISA, 16 h; active compounds read low; 360,000 tested, 4.7% active; AID 743279; activity change, % at 57.5 µM; in the data active = activity change below about -50%; inconclusive = mostly about -30% to -49%; also: % is scaled to controls: 0 for no effect and ±100 for the full control effect
#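 THP-1 cells pretreated 1 hr with compounds (up to 57.5 uM final), then stimulated with LPS (250 ng/mL final) plus ATP (1.25 mM final); secreted IL-1B measured by AlphaLISA after 16 hr, decreased signal indicating inhibition.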
# KB-V1 MDR tox – KB-V1 MDR subline cytotoxicity; Potency, µM (series often up to 46.1 µM), without a hit: top-dose activity change, negative = cytotoxicity, most hits filed as cytotoxic; AID 1347076; 400,000 tested, 3.4% active; KB-V1 MDR cells viability, CellTiter-Glo, 72 h; also: potency is read from the fitted curve at half-maximal effect; % is scaled to controls: 0 for no effect and ±100 for the full control effect; nearly all actives have a fitted effect of over 60% in size
#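 Potencies derive from concentration-effect curves fitted to normalized luminescence (CellTiter-Glo) of KB-V1 cells treated for 72 h at 37 degrees C in phenol-red-free DMEM containing 10% FBS.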
# ATXN2 expr inh – reduces ATXN2 reporter expression in HEK-293 cells. HEK-293 ATXN2-luciferase reporter, luminescence, 24 h. Potency, µM (doses to about 57 µM), for the others: at the top dose activity change, negative = inhibition, usual class: inhibitors. 360,000 tested, 0.72% active; also: potency is read from the fitted curve at half-maximal effect; % is scaled to controls: 0 for no effect and ±100 for the full control effect; nearly all actives have a fitted effect of over 55% in size
#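 ATXN2-luciferase reporter cells (luciferase flanked by upstream and downstream ATXN2 gene portions) were treated 24 h at 37 °C with compounds at up to 57 uM. SteadyGlo luminescence gave expression; GF-AFC fluorescence gave viability.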
# Starred values were filed as active, the others as inactive; ? = inconclusive; · = no result given; & = joins results of further samples; [ ] = dose if it differs, or a comment. Unless noted, calls follow the shape of the dose curve; as a rule, active = well fitted curve in the direction sought with a large enough effect; inconclusive = small, poorly fitted or top-dose-only effect, or another doubt; inactive = no such curve, though single readings can be large; an effect the other way counts as inactive or inconclusive. Random draw from the library; 12% or so of the library scored in one or more.
structure	KB-V1 MDR tox	MCF10A rerep	ATXN2 expr inh	SW480 rereplic	IL-1B inflam inh	KB-3-1 tox	HT1080NT lethal	HT1080 IDH1KD tx	WRN helicase inh
COc1cccc(Cn2c(C(C)n3c(-c4cnccn4)nc4ccccc43)nc3ccccc32)c1 (configuration not stated)	16.4µM*	·	·	·	?	?	?	14.6µM*	5.3%
COCCNc1nnnc2c1sc1nc(N3CCOCC3)c3c(c12)CC(C)(C)OC3	7.0%	-4.1%	-6.1%	-2.6%	17.7	20.3%	24.0%	-0.3%	-7.6%
COc1ccc(Cl)cc1Nc1nc(N)c2ccccc2n1	-10.8%	?	9.7%	?	-89.4*	-18.7%	?	?	-8.6%
CCOC(=O)C1=C(CP(=O)(c2ccccc2)c2ccccc2)NC(=O)NC1c1ccc(Cl)cc1 (configuration not stated)	?	15.3%	1.4%	7.5%	-55.4*	-11.2%	-0.8%	-6.8%	-8.3%
Cc1c(C(=O)N/N=C/c2ccc(O)c(Br)c2)sc(N)c1C#N	0.4%	?	14.3%	2.0%	-96.3*	?	28.4%	?	-34.2%
COc1ccc(C(C)=O)cc1COC(=O)c1cccnc1SC	-13.9%	-16.3%	-20.0%	25.8%	23.1	1.3%	-5.7%	-1.5%	?
Cn1c(=O)c2c(nc(Oc3ccccc3)n2C)n(C)c1=O	11.4%	-8.0%	9.8%	-6.9%	26.0	21.2%	7.6%	0.2%	4.8%
C#CCOCCOCCOCCNc1nc(N2CCN(C(=O)C([C@@H](C)O)n3cc([C@@H](N)CCCCN)nn3)CC2)nc(N2CCN(C(=O)[C@H](CO)n3cc([C@@H](N)C(C)C)nn3)CC2)n1 (some centres not stated)	0.0%	11.4%	-3.2%	-2.6%	0.0	17.0%	14.9%	12.1%	-27.2%
Cc1nc(-c2c(C(=O)NNC(=O)Nc3c(C)cccc3C)noc2C)cs1	17.6%	10.0%	1.7%	-3.1%	6.5	4.9%	14.0%	1.1%	-11.7%
O=C(/C(=C(\[O-])c1ccccc1)[n+]1ccc2ccccc2c1)c1ccc([N+](=O)[O-])cc1	3.3%	13.9%	-25.1%	-9.7%	27.2	5.5%	10.3%	10.1%	1.4%
O=C(COC(=O)c1ccc(O)cc1)NCCc1c[nH]c2ccccc12	?	-3.8%	-10.2%	-6.3%	16.2	0.7%	-11.3%	0.8%	1.3%
O=C(NCc1ccccn1)c1ccc(NS(=O)(=O)c2cccc([N+](=O)[O-])c2)cc1	-0.8%	11.7%	-3.6%	-3.9%	16.8	-14.4%	4.1%	1.2%	-5.2%
Cc1nnc(SCC(=O)NC(C)(C)C)n1C1CCCCC1	0.0%	2.8%	-5.8%	-6.8%	15.6	5.6%	23.4%	28.3%	2.3%
Cc1cccc(C(=O)N2CCN(c3ccc([N+](=O)[O-])c(N4CCOCC4)c3)CC2)c1	-29.3%	-3.2%	-9.8%	-0.1%	?	?	0.0%	-3.9%	-7.9%
CCCOc1ncnc2c1sc1nc3c(cc12)COC(C)(C)C3	0.0%	-5.2%	-5.2%	-20.1%	-14.9	17.4%	18.9%	11.5%	6.9%
Cc1ccc(S(=O)(=O)NCCC(=O)Nc2ccc(S(=O)(=O)NC(C)C)cc2)cc1	4.4%	-5.9%	-7.5%	2.1%	-9.7	-4.3%	-22.5%	1.4%	1.8%
CCOC(=O)CCSc1nc(C)cc(C(F)(F)F)c1C#N	-8.4%	11.1%	?	0.6%	8.1	-4.3%	0.0%	3.4%	-5.3%
COc1ccc(OCCNC(=O)CSc2ccc(C(F)(F)F)cc2[N+](=O)[O-])cc1	4.8%	1.6%	-20.7%	3.3%	-6.1	-7.1%	-1.9%	0.9%	-24.4%
Cc1ccc(-c2cc(C(=O)N/N=C/c3cccnc3)c3ccccc3n2)cc1C	-1.6%	17.7%	3.2%	3.1%	-18.5	-29.0%	?	?	-2.6%
CC(Oc1cc2oc(=O)cc(-c3ccccc3)c2cc1Cl)C(=O)NCC1CCC(C(=O)O)CC1 (configuration not stated)	-5.3%	0.1%	-2.2%	3.4%	20.2	0.0%	0.2%	-4.0%	0.6%
CC(=O)c1cccc(NC(=O)c2cc(-c3ccco3)on2)c1	-14.6%	7.2%	41.7%[activator]	-12.9%	3.0	23.7%	8.0%	4.6%	-34.6%
O=C(NC(=O)c1ccccc1)C1=C(N2CCCC2)COC1=O	-7.2%	3.5%	-12.1%	-5.1%	-20.4	3.3%	0.0%	0.0%	0.8%
O=C(COC(=O)CCC(=O)c1ccc(F)cc1)Nc1cccc(S(=O)(=O)N2CCOCC2)c1	0.0%	-1.3%	-8.6%	-2.2%	4.4	8.4%	-0.2%	-0.7%	-3.2%
COCCNC(=O)C(OC(=O)c1cccs1)c1ccccc1 (configuration not stated)	6.4%	-10.4%	2.0%	-2.0%	0.0	10.2%	10.1%	9.2%	6.5%
CCN(CC)C(=O)Cn1cnc2c1c(=O)n(C)c(=O)n2C	-11.6%	11.0%	2.3%	11.0%	37.9	-5.5%	1.8%	13.2%	-1.4%
NNC(=O)[C@H](Cc1ccccc1)NC(=O)NCCc1ccccc1	-3.7%	-0.8%	6.3%	-4.8%	-0.5	10.4%	7.7%	12.5%	4.8%
CC(C)(C)n1nnnc1C(c1ccccc1)N1CCc2ccccc2C1 (configuration not stated)	-10.1%	0.8%	8.6%	-3.8%	-3.9	0.5%	-3.8%	-3.9%	-19.6%
COc1ccc(CN2CCN(CCc3ccccc3)C(CCO)C2)c(O)c1 (configuration not stated)	11.8%	4.9%	-8.3%	12.1%	26.7	-6.4%	-1.7%	0.3%	2.1%
COc1ccccc1N(CC(=O)N1CCN(c2ccc(F)cc2)CC1)S(=O)(=O)c1ccc(C)cc1	·	?	-2.0%	24.6%	-0.1	·	1.0%	5.1%	-18.0%
COC(=O)c1cc(NS(=O)(=O)c2ccc(N3CCCCCC3)c([N+](=O)[O-])c2)cc(C(=O)OC)c1	2.1%	?	5.6%	-2.4%	9.3	2.5%	-7.7%	0.9%	-6.3%

# Next section; it opens with the two that closed the last part.
structure	KB-V1 MDR tox	MCF10A rerep	ATXN2 expr inh	SW480 rereplic	IL-1B inflam inh	KB-3-1 tox	HT1080NT lethal	HT1080 IDH1KD tx	WRN helicase inh
COc1ccccc1N(CC(=O)N1CCN(c2ccc(F)cc2)CC1)S(=O)(=O)c1ccc(C)cc1	·	?	-2.0%	24.6%	-0.1	·	1.0%	5.1%	-18.0%
COC(=O)c1cc(NS(=O)(=O)c2ccc(N3CCCCCC3)c([N+](=O)[O-])c2)cc(C(=O)OC)c1	2.1%	?	5.6%	-2.4%	9.3	2.5%	-7.7%	0.9%	-6.3%
COc1cc2c(C(=O)N3CCN(C4CCCCC4)CC3)cn(CC(C)C)c(=O)c2cc1OC	5.5%	?	-2.1%	?	0.9	8.7%	-2.5%	-0.2%	-4.0%
CCc1ccccc1N(CC(=O)NC1CCCCC1)C(=O)CCC(=O)Nc1ccccn1	2.9%	10.9%	-4.8%	-2.2%	-8.5	19.2%	-2.1%	-0.5%	-6.7%
CN(c1ccccc1)c1ccc(/C=C(\CCC(=O)O)c2nc3ccccc3s2)cc1[N+](=O)[O-]	?	2.7%	-15.6%	7.9%	-5.8	?	3.2%	12.8%	26.7µM*
Cc1c(C(=O)OCc2nc3scc(-c4ccccc4)c3c(=O)[nH]2)cccc1[N+](=O)[O-]	0.8%	3.9%	-13.3%	9.7%	-26.2	-29.0%	-4.0%	-18.7%	-4.1%
N#CCC(CNc1ncc(C(F)(F)F)cc1Cl)OC(=O)c1cccc([N+](=O)[O-])c1 (configuration not stated)	0.8%	0.6%	-20.3%	4.4%	-11.6	-1.0%	?	-7.2%[9.24 µM]	-16.1%[57.1 µM]
Cc1cc([N+](=O)[O-])nn1CC(=O)N/N=C/c1ccccc1F	17.0%	1.9%	-17.6%	-10.2%	-1.9	2.7%	3.4%	-0.1%	4.9%
c1cncc(-c2csc(-c3cccnc3)n2)c1	-5.7%	3.0%	2.2%	0.6%	-25.4	2.9%	16.8%	2.8%	8.5%
O=C(CC(NC(=O)c1ccccc1)c1ccccc1)NCc1ccccc1 (configuration not stated)	5.3%	-1.9%	10.0%	-2.1%	14.0	-6.2%	1.6%	3.4%	2.7%
CC(O)(c1cccc(F)c1)c1nc(-c2cncnc2)cs1 (configuration not stated)	3.0%	·	4.9%	·	68.2	0.0%	11.1%	6.0%	3.1%
NN=C1c2ccccc2-c2ccc(N)cc21	7.4%	-1.0%	-5.9%	-10.9%	-0.5	11.6%	-1.3%	-2.2%	-9.6%
CCC(C(=O)NC(C)(C)C)N(C(=O)Cn1nnc(-c2ccccc2F)n1)c1cccc2c1CCCC2 (configuration not stated)	1.64µM*	18.0%	-0.8%	-2.8%	-8.8	-1.9%	4.8%	3.5%	-3.6%
COc1cccc(OC)c1-c1cnc(NC(C)=O)cn1	1.7%	·	11.5%	·	-5.8	0.0%	?	1.6%	1.3%
CCOc1ccc(C2C(C(=O)c3ccc(C)o3)=C(O)C(=O)N2c2cc(C)on2)cc1OC (configuration not stated)	0.0%	1.4%	-7.6%	0.0%	15.4	3.6%	-0.2%	-4.1%	12.4%
COc1ccc(N2CCN(C(=O)COc3ccc(Cl)cc3Cl)CC2)cc1	?	2.0%	-21.7%	-3.0%	-3.8	-25.4%	-5.7%	-0.3%	-26.2%
C[N+](C)(C)CCOC(=O)CCC(=O)OCC[N+](C)(C)C	13.3%	?	15.4%&12.0%	-50.3%&-8.5%[inhibitor]	0.0	0.0%	?	11.9%	4.7%
